ALOX15 inhib: blocks human 15-lipoxygenase activity | purified 15hLO-1, xylenol orange hydroperoxide absorbance | AID 887 | 74,000 tested, 1.4% active | P16050 | Potency, µM (top dose mostly 57.1 µM), for the others: top-dose activity change, negative = inhibition, usual class: inhibitors; further: potency means the concentration at half of the fitted maximal effect; on the % scale 0 is the no-effect control and ±100 the full control effect; nearly all actives have a fitted effect of over 55% in size
Target sequence (P16050 whole entry, looked up): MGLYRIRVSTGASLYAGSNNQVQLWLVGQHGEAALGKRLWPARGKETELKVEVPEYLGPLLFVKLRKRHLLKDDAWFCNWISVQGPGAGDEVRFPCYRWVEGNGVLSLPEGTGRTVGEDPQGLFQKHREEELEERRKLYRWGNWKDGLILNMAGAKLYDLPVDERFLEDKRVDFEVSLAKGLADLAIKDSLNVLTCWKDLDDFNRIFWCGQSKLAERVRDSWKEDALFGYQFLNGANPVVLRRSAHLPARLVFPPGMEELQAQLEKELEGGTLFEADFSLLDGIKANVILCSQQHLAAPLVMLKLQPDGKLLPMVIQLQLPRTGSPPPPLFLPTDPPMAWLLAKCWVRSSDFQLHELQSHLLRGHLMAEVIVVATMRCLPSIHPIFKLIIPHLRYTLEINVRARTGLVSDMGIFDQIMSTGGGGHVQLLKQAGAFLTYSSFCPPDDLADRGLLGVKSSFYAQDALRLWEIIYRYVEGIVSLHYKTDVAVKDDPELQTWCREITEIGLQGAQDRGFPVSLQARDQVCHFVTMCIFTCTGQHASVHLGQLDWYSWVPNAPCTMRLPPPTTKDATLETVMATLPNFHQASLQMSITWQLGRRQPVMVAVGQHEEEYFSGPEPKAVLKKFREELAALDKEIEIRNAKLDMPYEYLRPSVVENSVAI
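Hydroperoxide formed from arachidonic acid (50 uM) by purified human 15hLO-1 (40 nM) oxidizes ferrous iron, and the ferric-xylenol orange complex is read at 573 versus 405 nm. Compounds were preincubated 15 min; reaction ran 6 min at room temperature.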
Fluorescein fluor: fluorescein region autofluorescence; Compound autofluorescence, 480/540 nm, fluorescein-equivalent; hits give high values; max fluorescein-equivalent concentration, M; 59,000 tested, 0.91% active; in the data active means max fluorescein-equivalent concentration above about 10 nM; inconclusive means between about 1.1 nM and that limit
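Fluorescein stocks ranging 3 mM down to 300 nM, plus DMSO blanks, were pinned alongside compounds to build a per-plate standard curve. Buffer: 100 mM Tris, pH 8.0. Incubation 15 min, room temperature; filters 480/540 nm.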
Rhodamine fluor: compound autofluorescence in rhodamine spectral region; Rhodamine-region fluorescence, 547/598 nm, Tris buffer; hits give high values; max dye-equivalent concentration, M; 59,000 tested, 0.05% active; AID 594; in the data active means max dye-equivalent concentration above about 11 nM; inconclusive means between about 1.1 nM and that limit
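Steps: pin-transfer compounds into pH 8.0 Tris (100 mM), hold 15 min at room temperature, image with a 547/598 nm filter pair, and convert intensities to rhodamine-equivalent concentration using a six-point on-plate rhodamine series.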
HBB splice mod: modulators of hemoglobin beta chain splicing; HBB splicing reporter cell assay, activation; EGFP reporter with mutant IVS2-654 intron; response scale: normalised to 500 nM splice-correcting PNA; Potency, µM (titrated, usually from 46.1 µM), without a hit: at the top dose activation, usual class: activators; 65,000 tested, 0.06% active; AID 925; further: potency means the concentration at half of the fitted maximal effect; 0% is about no effect
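Compounds were applied for 2 days to HeLa EGFP-654 cells, 500/well in Optimem with 2% FCS. The reporter's EGFP is disrupted by mis-splicing of beta-globin intron IVS2-654. Readout: summed well GFP fluorescence from 488 nm laser scanning; reference was 500 nM antisense […] 654 PNA.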
Pol III holo inh: inhibitors of bacterial DNA polymerase III holoenzyme; reconstituted DNA polymerase III holoenzyme replication, biochemical; Potency, µM (doses to about 57.1 µM), for the others: at the highest dose activity change, negative = inhibition; 71,000 tested, 0.25% active; AID 603; further: potency means the concentration at half of the fitted maximal effect; on the % scale 0 is the no-effect control and ±100 the full control effect
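Reconstituted *E. coli* holoenzyme (0.35 nM Pol III, 1 nM beta, 154 nM SSB, 2 nM primase) was preincubated with compound for 15 min at RT. Synthesis on 1.4 nM ssM13Gori ran 35 min, then was stopped with PicoGreen/EDTA and read as dsDNA fluorescence.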
UbGFP stabilizer: proteasome inhibitors stabilizing ubiquitin-GFP reporter; Ubiquitin-GFP reporter cells, proteasome inhibition, GFP fluorescence; response scale: untreated = 0%, 10 µM MG-132 = 100%; Potency, µM (top dose mostly 45.9 µM), inactives show top-dose activation (GFP accumulation), actives largely listed as activators; 67,000 tested, under 10 active; AID 526; active means well fitted activation curve with a large enough effect, not every such curve was filed as active; inconclusive means small, poorly fitted or top-dose-only effect, or another doubt; inactive means no such curve, though single readings can be large or run the other way; further: potency means the concentration at half of the fitted maximal effect
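Proteasome blockade was scored as a rise in GFP-expressing U2OS cells carrying a ubiquitin(G76V)-GFP construct, imaged after 4 hr compound treatment at 37 °C across a 46 uM–2.9 nM series.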
Epigenetic mod: derepresses silenced GFP locus in mouse C127i cells; 68,000 tested, 0.09% active; Potency, µM (doses to about 46.1 µM), for inactives: top-dose GFP derepression (activation); mouse C127i GFP locus derepression, cytometry, 30 h; further: % of control where 0% means no effect
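Derepression screen: silenced CMV-GFP reporter in murine C127i cells, 30 h compound incubation at 37 C, washed cells imaged by laser-scanning cytometer to enumerate GFP-expressing objects of 20 to 120 um.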
Hsp90 Hop PPI: changes Hsp90-Hop TPR2A binding signal, up or down; AlphaScreen TPR2A-His6 binding biotin-Hsp90 C-terminal peptide; Potency, µM (titrated, usually from 57 µM), inactives show at the top dose activity change, negative = inhibition; 71,000 tested, 0.44% active; AID 595; active means well fitted curve in either direction with a large enough effect; inconclusive means small, poorly fitted or top-dose-only effect, or another doubt; further: potency means the concentration at half of the fitted maximal effect; on the % scale 0 is the no-effect control and ±100 the full control effect; many of its hits are not listed in these tables
TexasRed autofl: Texas Red region autofluorescence | max dye-equivalent concentration, M | 59,000 tested, 0.06% active | Compound fluorescence, Texas Red channel, 547/618 nm; hits give high values; in the data active means max dye-equivalent concentration above about 10 nM; inconclusive means between about 1.1 nM and that limit
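Compound titrations in 100 mM Tris pH 8.0 were incubated 15 min at room temperature and read at 547 nm excitation / 618 nm emission. Texas Red six-point standard curve on each plate converted fluorescence to dye-equivalent concentration.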
HADH2 inhib: HADH2 (human) dehydrogenase inhibition | Q99714 | recombinant HADH2, NADH fluorescence, beta-hydroxybutyryl-CoA | Potency, µM (top dose mostly 57.1 µM), inactives show at the highest dose activity change, negative = inhibition, most hits filed as inhibitors | 73,000 tested, 3.4% active | AID 886; further: potency means the concentration at half of the fitted maximal effect; on the % scale 0 is the no-effect control and ±100 the full control effect; nearly all actives have a fitted effect of over 60% in size; many of its hits are not listed in these tables
Target sequence (Q99714 whole entry, looked up, one chain of several): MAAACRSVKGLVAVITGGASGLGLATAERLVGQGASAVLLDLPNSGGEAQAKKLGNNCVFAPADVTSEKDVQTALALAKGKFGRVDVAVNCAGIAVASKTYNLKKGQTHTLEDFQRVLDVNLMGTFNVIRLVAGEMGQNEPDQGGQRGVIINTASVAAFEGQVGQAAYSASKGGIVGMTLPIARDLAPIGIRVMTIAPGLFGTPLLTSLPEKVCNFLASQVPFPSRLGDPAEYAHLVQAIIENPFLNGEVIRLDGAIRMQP
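20 nM HADH2 + cpd, 15 min RT; add 1 mM NAD+/90 uM beta-hydroxybutyryl-CoA; kinetic fluorescence 360/450 nm, 4 min. Tris-HCl pH 9.0, 0.01% Tween-20.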
4-MU autofl: 4-MU region autofluorescence | compound autofluorescence, 340/450 nm, 4-MU equivalents; hits give high values | max dye-equivalent concentration, M | 59,000 tested, 11% active; in the data active means max dye-equivalent concentration above about 10 nM; inconclusive means mostly about 1.1 nM to 9.6 nM
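Compounds in 100 mM Tris, pH 8.0, incubated 15 min at room temperature, then fluorescence read at 340 nm excitation/450 nm emission. Signal converted to 4-MU dye-equivalent concentration using an on-plate six-point 4-MU standard curve.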
An asterisk follows results filed as active; i = inactive; ? = inconclusive; nt = no result given; & = joins results of further samples; [ ] = remark or other dose. Unless noted, the call rests on the fitted dose curve; in most records, active means well fitted curve in the direction sought with a large enough effect; inconclusive means small, poorly fitted or top-dose-only effect, or another doubt; inactive means no such curve, though single readings can be large; an effect the other way counts as inactive or inconclusive.

SMILES | ALOX15 inhib | Fluorescein fluor | Rhodamine fluor | HBB splice mod | Pol III holo inh | UbGFP stabilizer | Epigenetic mod | Hsp90 Hop PPI | TexasRed autofl | HADH2 inhib | 4-MU autofl
CNC(=O)CCn1nc(-c2ccccc2)c2ccccc2c1=O | nt | ? | i | nt | nt | nt | 4%[20.6 µM] | nt | i | nt | i
CCSc1cc(C2C(C(=O)OC)=C(C)NC3=C2C(=O)CCC3)c(C)o1 (stereo unspecified) | ? | ? | i | -0.2% | 1% | -1% | 0% | -16% | ? | 20% | ?
CN(C(=O)c1ccc(S(=O)(=O)NC2CCCC2)cc1)C1CCCCC1 | -2% | ? | i | -1.6% | 45% | 3% | -2% | -4% | ? | 12% | i
Cc1cccc(S(=O)(=O)Nc2nc3ccccc3nc2NCc2ccco2)c1 | -8% | ? | i | -3.0%[57.5 µM] | 2% | 2% | -2% | 0% | i | -26% | 1e-07M*
CCOc1ccc2nc(NC(=O)CSc3nc4c(c(=O)n(C)c(=O)n4C)n3C(C)C)sc2c1 | 9% | i | i | 0.4%[57.5 µM] | -1% | -2% | 1% | 51% | i | 44%[activator] | i
COc1ccc(NC(=O)CSc2nccc(C)n2)cc1 | 4% | i | i | 7.5% | -4% | 8% | 3% | -1% | i | -2% | i
O=S(=O)(c1ccc(-c2csc(-c3cccnc3)n2)cc1)N1CCCCC1 | -15% | i | i | 3.0% | 1% | 2% | 0% | -1% | i | 7% | i
CN(C(=O)COC(=O)COc1ccccc1F)C1CCS(=O)(=O)C1 (stereo unspecified) | -2% | i | i | 1.5% | -1% | -2% | 0% | -3% | i | -9% | i
CCOc1ccc(Nc2cc(C)nc(-n3nc(C)cc3C)n2)cc1 | 18% | ? | i | 8.6%[0.369 µM] | -2% | 2% | 16µM* | -8% | i | 4% | i
CCOC(=O)c1[nH]c2c(c1C)C(=O)CC(c1ccc(F)cc1)C2 (stereo unspecified) | -23% | nt | nt | 0.1% | -3% | 8% | nt | -1% | nt | 3% | nt
O=C(CSc1nnc(COc2cccc3ccccc23)o1)N1CCN(C(=O)c2ccco2)CC1 | 8% | ? | i | -0.2%[57.5 µM] | -2% | -1% | 0% | -6% | i | 5% | i
CCSc1nnc(N(CCC#N)CCC#N)s1 | nt | ? | i | nt | nt | nt | -4%[20.6 µM] | nt | i | nt | i
Cc1cc(C)nc(-n2nc(C)c(Sc3ccc(F)cc3)c2N)n1 | 19% | ? | i | 0.5% | -2% | -3% | ? | -1% | i | -2% | i
COc1ccc(OCC(=O)NC2CC(C)(C)NC(C)(C)C2)cc1 | 8% | nt | nt | -0.3% | -4% | 3% | -2% | -3% | nt | 9% | nt
OC1(C2(O)CC(c3ccccc3)ON2)CCCCC1 (stereo unspecified) | nt | i | i | nt | nt | nt | 2%[20.6 µM] | nt | i | nt | i
CN(C)CCOC(c1ccccc1)c1ccccc1 (tested in a mixture with another compound) | -29% | ? | i | -0.7% | 0% | 0%[20.5 µM] | 6%&-1%[20.6 µM] | -1% | i | ? | i
COc1ccc(OC)c(C(=O)c2coc3ccc(OC)cc23)c1 | -13% | nt | nt | 0.3% | 2% | 15% | -2% | ? | nt | -8% | nt
Cc1ccc(Cl)cc1N1CCN(C(=O)Cn2ccc3ccccc3c2=O)CC1 | -10% | i | i | -1.4% | -4% | -7% | 0% | 2% | i | -7% | i
N#Cc1nc(COc2ccc(-c3ccccc3)cc2)oc1NCCCN1CCOCC1 | -10% | i | i | 5.1%[0.369 µM] | 0% | -3% | 0% | -13% | ? | 2% | i
O=C(Nc1ccc(Oc2ccc(Cl)cc2)cc1)c1ncn[nH]1 | 19% | i | i | 0.3% | -5% | 13% | 3% | ? | ? | 2% | i
CCOC(=O)N1CCN(C(=O)C2CC(c3ccc(F)cc3)=NO2)CC1 (stereo unspecified) | 0% | nt | nt | -0.8% | -7% | -4% | nt | -2%[2.3 µM] | nt | 12% | nt
COc1ccc(CCNC(=O)Cc2nn(C)c(=O)c3ccccc23)cc1OC | 7% | i | i | -0.4% | ? | -1% | -3% | -2% | i | 4% | i
CCCCN1c2cc(C)c(O)cc2C(C(=O)OCC)C1C (stereo unspecified) | 4% | ? | i | 2.0%[57.5 µM] | 2% | 3% | 0% | -2% | ? | 2% | i
O=C(CSc1nc2ccccc2c(=O)n1CCCC(=O)N1CCCC1)NCc1ccco1 | 13% | i | i | 0.0% | -9% | 17% | -3% | -3% | i | -2% | i
Nc1c(C(=O)OCC2CCCO2)c2nc3ccccc3nc2n1C1CCCC1 (stereo unspecified) | -3% | i | i | -5.7%[0.369 µM] | 1% | 1% | 3% | 6% | ? | ? | 1.3e-06M*

Next part.
SMILES | ALOX15 inhib | Fluorescein fluor | Rhodamine fluor | HBB splice mod | Pol III holo inh | UbGFP stabilizer | Epigenetic mod | Hsp90 Hop PPI | TexasRed autofl | HADH2 inhib | 4-MU autofl
O=c1c(-c2cccs2)nc2cnc(Oc3ccccc3)nc2n1Cc1cccs1 | -3% | i | i | -2.9% | -11% | -1% | 0%[9.22 µM] | ? | i | 12% | ?
COCCn1nnnc1C(c1ccc2ncccc2c1)N1CCN(c2ccccc2F)CC1 (stereo unspecified) | -11% | ? | i | -0.1%[57.5 µM] | 1% | -1% | -1% | -2% | i | 2% | i
Cc1ccc(SCc2cc(=O)n3[nH]c(C)nc3n2)cc1 | 9% | i | i | -0.7% | -9% | -1% | -2% | -3% | i | -24% | i
CC(=O)Nc1cccc(OC(=O)N2CCOCC2)c1 | 4% | ? | i | 0.8% | -1% | -11% | 4% | 1% | i | 4% | i
Cc1ccc2c(CC(=O)NCC3COc4ccccc4O3)coc2c1 (stereo unspecified) | -16% | i | i | 1.0%[1.84 µM] | 0% | 9% | 0% | 1% | i | 5% | 3e-08M*
Cc1cc(Nc2ccc(N3CCC(C)CC3)cc2)n2ncnc2n1 | 4% | i | i | -0.4%[57.5 µM] | -4% | 6% | 0% | -3% | i | -3% | i
CCCOc1ccc2[nH]cc(C(=O)O)c(=O)c2c1 | -2% | i | i | nt | -6% | -5% | 1% | -4% | i | -14% | i
CSCCC(NC(=O)c1ccccc1)c1nc(-c2ccccc2)no1 (stereo unspecified) | -3% | ? | i | 0.6%[57.5 µM] | 8% | 4% | 3% | 2% | i | -3% | i
O/N=C1/CCc2nonc2/C1=N/O | 28% | ? | i | 7.6%[57.5 µM] | -3% | 2% | 2% | -9% | i | 10% | i
Cc1ccc(NC(=O)c2ccc(OC(=O)c3ccco3)cc2)cc1 | 1% | ? | i | -0.5% | -2% | -2% | 0% | -1% | i | 6% | i
CCOC(=O)CSc1nc2ccccc2c(=O)[nH]1 | 7% | nt | nt | 0.1% | -6% | 5% | nt | 1% | nt | -2% | nt
Cc1cc(C)nc(SCc2nnc(SCC(=O)N3CCCc4ccccc43)o2)n1 | 14% | i | i | nt | -3% | -1% | -1% | 0% | i | 5% | i
O=C(NCc1ccc(Cl)cc1Cl)c1ccccn1 | -1% | ? | i | 0.6% | -7% | 1% | 0% | -27% | i | 6% | ?
O=C1c2ccccc2S(=O)(=O)N1CCOc1ccccc1 | -6% | i | i | -7.0% | 2% | 9% | -1% | 18% | ? | -5% | i
COc1ccc2nc(NCN3C(=O)c4ccccc4C3=O)sc2c1 | -2%[11.4 µM] | i | i | 1.5%[9.22 µM] | 0%[11.4 µM] | -5%[9.17 µM] | 7%[9.22 µM] | -3%[11 µM] | i | -9%[11.4 µM] | 2.2e-08M*
COc1cc2[nH]c3c(N4CCN(c5ccccn5)CC4)ncnc3c2cc1OC | -21% | ? | i | -5.0%[57.5 µM] | -14% | 0% | 4% | -17% | i | 21% | ?
COc1cc(NC(=O)c2cc(CC(C)C)on2)c(OC)cc1Cl | -7% | nt | nt | -1.0% | -10% | -9% | nt | ? | nt | 15% | nt
CN1CCN(S(=O)(=O)c2cccc(S(=O)(=O)c3ccc(Cl)cc3)c2)CC1 | 1% | i | i | 3.4% | -2% | 0% | 6% | -2% | i | 12% | i

Random excerpt: three records from the list, in no set order.
SMILES | ALOX15 inhib | Fluorescein fluor | Rhodamine fluor | HBB splice mod | Pol III holo inh | UbGFP stabilizer | Epigenetic mod | Hsp90 Hop PPI | TexasRed autofl | HADH2 inhib | 4-MU autofl
Cc1cccc(S(=O)(=O)Nc2nc3ccccc3nc2NCc2ccco2)c1 | -8% | ? | i | -3.0%[57.5 µM] | 2% | 2% | -2% | 0% | i | -26% | 1e-07M*
Cc1ccc(Cl)cc1N1CCN(C(=O)Cn2ccc3ccccc3c2=O)CC1 | -10% | i | i | -1.4% | -4% | -7% | 0% | 2% | i | -7% | i
O=S(=O)(c1ccc(-c2csc(-c3cccnc3)n2)cc1)N1CCCCC1 | -15% | i | i | 3.0% | 1% | 2% | 0% | -1% | i | 7% | i

Screening data from PubChem.

This is a subset; rates above refer to the full screens.
